N370S GC: qHTS Assay for Inhibitors and Activators of N370S glucocerebrosidase as a Potential Chaperone Treatment of Gaucher Disease | N370S GC spleen homogenate, 4MU-glucoside fluorescence | Potency, µM (top dose mostly 59.4 µM), without a hit: top-dose activity change, negative = inhibition, actives largely listed as inhibitors | hit rate 0.092% among 330,000 | AID 2101, 2009;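 further: 0% = full enzyme activity and -100% = no enzyme basal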
FEN1 inh: qHTS Assay for the Inhibitors of Human Flap endonuclease 1 (FEN1). P39748. Recombinant FEN1 flap cleavage, fluorescence, 15 min. Potency, µM (series often up to 114 µM), inactives show top-dose activity change, negative = inhibition, hits mostly inhibitors. hit rate 0.35% among 390,000. AID 588795, 2011; further: nearly all actives have a fitted effect of over 65% in size
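Reaction started by adding substrate (50 nM final) to 10 nM enzyme after 15 min room-temperature compound preincubation. Reads at 0 and 15 min, with data normalized and fitted to a four-parameter Hill equation.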
KAT2A inh: qHTS Assay for Inhibitors of GCN5L2; Histone acetyltransferase KAT2A (Homo sapiens), Q92830; GCN5L2 HAT assay, ThioGlo1 CoA-SH fluorescence; Potency, µM (series often up to 58.9 µM), without a hit: at the highest dose activity change, negative = inhibition, hits mostly inhibitors; hit rate 0.21% among 390,000; AID 504327, 2011
Target sequence (Q92830 whole entry, looked up): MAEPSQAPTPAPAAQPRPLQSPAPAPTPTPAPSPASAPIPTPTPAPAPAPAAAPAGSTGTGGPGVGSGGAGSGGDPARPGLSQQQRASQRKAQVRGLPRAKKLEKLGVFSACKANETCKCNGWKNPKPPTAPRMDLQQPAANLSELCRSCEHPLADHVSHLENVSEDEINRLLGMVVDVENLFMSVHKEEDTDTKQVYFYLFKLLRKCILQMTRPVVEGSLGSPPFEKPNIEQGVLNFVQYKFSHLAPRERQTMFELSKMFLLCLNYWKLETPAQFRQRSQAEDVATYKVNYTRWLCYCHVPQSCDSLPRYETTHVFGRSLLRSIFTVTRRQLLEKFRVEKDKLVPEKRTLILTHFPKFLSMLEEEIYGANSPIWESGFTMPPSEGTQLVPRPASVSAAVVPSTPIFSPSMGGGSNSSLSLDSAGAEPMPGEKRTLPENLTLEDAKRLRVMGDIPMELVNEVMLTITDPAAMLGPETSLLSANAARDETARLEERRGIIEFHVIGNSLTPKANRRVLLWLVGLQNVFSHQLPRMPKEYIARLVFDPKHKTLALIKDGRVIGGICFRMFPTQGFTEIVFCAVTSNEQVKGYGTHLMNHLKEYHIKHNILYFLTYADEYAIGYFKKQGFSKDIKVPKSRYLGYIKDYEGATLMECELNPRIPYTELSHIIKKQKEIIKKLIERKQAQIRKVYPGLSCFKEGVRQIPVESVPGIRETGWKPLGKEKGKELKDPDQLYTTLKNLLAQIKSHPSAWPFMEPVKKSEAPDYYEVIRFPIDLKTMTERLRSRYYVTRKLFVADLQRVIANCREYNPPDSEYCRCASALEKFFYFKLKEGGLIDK
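GCN5L2 (20 nM) in 50mM HEPES pH 7.5, 0.1mM EDTA, 0.01% Tween-20 preincubated 15 min with compounds at room temperature. Reaction started with H3(1-25) 75uM, acetyl-CoA 70uM, ThioGlo1 50uM; CoA-thiol fluorescence (Ex340/Em540) read at 0 and 20 min.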
* marks the source's active call; other numbers are inactive results; ? = inconclusive; nt = not tested or not shown; & = joins results of further samples; ! = not confirmed by another sample; [ ] = dose if it differs, or a comment. The call rests on the fitted dose curve; in most records, active means well fitted curve in the direction sought with a large enough effect; inconclusive means small, poorly fitted or top-dose-only effect, or another doubt; inactive means no such curve, though single readings can be large; an effect the other way counts as inactive or inconclusive. Unless noted, on the % scale 0 is the no-effect control and ±100 the full control effect; potency means the concentration at half of the fitted maximal effect. An excerpt, so the mix of outcomes need not match the whole.

entry	SMILES	N370S GC	FEN1 inh	KAT2A inh
1	CCOC(=O)c1cccc(NC(=O)c2ccc3nc(CCc4ccccc4)oc3c2)c1	nt	16%	-11%
2	CCOC(=O)c1c(N)n(-c2ccc(C)c(Cl)c2)c2nc3ccccc3nc12	nt	-2%	-2%
3	Cc1ccc2c(c1)C(=C(C#N)C#N)C(=O)N2CCN1CCCCC1	-6%	-6%	?
4	O=Nc1c(O)[nH]c2c(F)cccc12	16%	5%	2%
5	O=C(O)/C=C/C(=O)c1ccc(O)cc1	-4%	2%	-6%
6	Cc1cc(=O)[nH]c(-c2ccc(Cl)cc2)n1	-12%	1%	2%
7	CN1CCCC(CN2c3ccccc3Sc3ccccc32)C1 (stereo not given)	-12%	11%	-1%&-7%
8	CC/C=C\C/C=C\C/C=C\CCCCCCCC(=O)O	-7%&-15%&-6%&-12%&-4%&-10%	-17%	10µM*!
9	CCN(CC)C(=O)C(=O)c1cn(CCOc2ccccc2)c2ccccc12	5%	0%	0%
10	CCC(C(=O)NC1CCCCC1)n1c2ccccc2c2nc(=O)cc(C)n21 (stereo not given)	16%	-18%	2%
11	O=C1CC(c2nc(-c3ccccc3)no2)CN1c1ccc2c(c1)OCCO2 (stereo not given)	nt	9%	6%
12	Cc1cc(=O)oc2cc(OCC(=O)Nc3ccc(CN4CCOCC4)cc3)ccc12	3%	6%	?
13	COC(=O)c1scc(-c2ccc(C)cc2)c1S(=O)(=O)N1CCN(c2cccc(OC)c2)CC1	nt	3%	-4%
14	O=C(N/C=N/O)C(c1ccccc1)c1ncc(C(F)(F)F)cc1Cl (stereo not given)	-3%	-17%	35%
15	CCCCCc1c(C)nc(Nc2ccc(F)cc2)[nH]c1=O	-4%	4%	-25%
16	CCOc1ccc(CNC(=O)c2cc(=O)[nH]c3ccc(S(=O)(=O)N4CCCCC4)cc23)cc1	nt	-1%	-5%
17	O=c1cnc2cnc(Nc3ccccc3)nc2n1CCc1ccccc1	7%	nt	-10%
18	O=C(c1ccc([N+](=O)[O-])cc1)N1CCN(C(=O)c2cccs2)CC1	-16%	-1%	0%
19	COc1cccc(NC(=S)N(CCN(C)C)C(C)c2ccco2)c1 (stereo not given)	2%	0%	6%
20	Nc1nonc1-n1nnc(C(=O)N/N=C/c2c(F)cccc2Cl)c1-c1ccc2c(c1)OCO2	-3%	-1%	1%
21	CC1CN(C(=O)C(C)Sc2nc3ccccc3s2)CC(C)O1 (stereo not given)	5%[2.35 µM]	-3%	3%
22	CC(C)CC(COCc1ccc(Cl)cc1)N1CCN(C(=O)c2cccc(C(F)(F)F)c2)CCC1=O (stereo not given)	20%	-18%	-3%
23	N#Cc1ccc(S(=O)(=O)N2CCC(C(=O)Nc3cccc(C(=O)NC4CC4)c3)CC2)cc1	nt	-6%	-11%
24	O=C(N/N=C\c1ccccc1O)c1ccccc1O	-8%	nt	?
25	COc1ccc(OC)c(-n2c3c(cc(-c4nc(-c5ccc(Cl)cc5)cs4)c2=O)C(=O)CC(C)(C)C3)c1	nt	13%	-9%
26	COc1ccc(Cl)cc1NC(=O)c1nnn(CC(=O)Nc2ccc3c(c2)OCO3)c1N	4%	-4%	-7%
27	COc1cc2cnc(C3=CCCCC3)cc2cc1OC	nt	-9%	-3%
28	Cc1ccc(C2=NN=C(NC(=O)CSc3nnc4c5ccccc5n(C)c4n3)SC2)cc1	1%	3%	-14%
29	Fc1ccc2nc(Nc3nc4c(F)cccc4s3)sc2c1	1%	-7%	-2%
30	COc1cccc(NC(=O)CSc2nc3c(c(-c4ccco4)c2C#N)CCCC3)c1	-26%	-5%	-6%

An excerpt from above in order of the KAT2A inh value, largest number first:
cpd	Molecule	KAT2A inh
4	O=Nc1c(O)[nH]c2c(F)cccc12	2%
20	Nc1nonc1-n1nnc(C(=O)N/N=C/c2c(F)cccc2Cl)c1-c1ccc2c(c1)OCO2	1%
30	COc1cccc(NC(=O)CSc2nc3c(c(-c4ccco4)c2C#N)CCCC3)c1	-6%
23	N#Cc1ccc(S(=O)(=O)N2CCC(C(=O)Nc3cccc(C(=O)NC4CC4)c3)CC2)cc1	-11%
15	CCCCCc1c(C)nc(Nc2ccc(F)cc2)[nH]c1=O	-25%

Back to the main list, starting 2 compounds before the break.
entry	SMILES	N370S GC	FEN1 inh	KAT2A inh
29	Fc1ccc2nc(Nc3nc4c(F)cccc4s3)sc2c1	1%	-7%	-2%
30	COc1cccc(NC(=O)CSc2nc3c(c(-c4ccco4)c2C#N)CCCC3)c1	-26%	-5%	-6%
31	C/C(=N\NC(=O)c1ccc(CSc2nc(C)cc(C)n2)cc1)c1ccco1	-14%	3%	-4%
32	CSc1ccccc1NC(=O)COC(=O)c1ccc(-n2nc(C)cc2C)cc1	nt	-23%	-8%
33	O=C(OCC(=O)N1CCN(c2ccccc2)CC1)c1ccc[n+]([O-])c1	16%	8%	-1%
34	CN(C(=O)c1ccc(NC(=O)Cc2ccc(NC(=O)C3CCN(C(=O)CCc4ccccc4)CC3)cc2)cc1)C1CC1	nt	-4%	1%
35	Cc1cc(N=Nc2ccccc2)c(NCC(O)C(O)C(O)CO)cc1C (stereo not given)	-6%	-3%	-3%
36	CCC(=O)Nc1ccc(C(=O)Nc2cccc(OC)c2)cc1	-19%	8%	-3%
37	Cc1cc(=O)n(C)c(=O)n1CCCCOc1ccc([N+](=O)[O-])cc1	28%	2%	-3%
38	CCOc1ccc(N2CC(C(=O)NCCCN3CCOCC3)CC2=O)cc1 (stereo not given)	3%	-3%	-6%
39	CC(C)N(C(=O)[C@H]1C[C@H](CC(=O)NCCCn2ccnc2)C(=O)N2CCc3c([nH]c4cc(CCC(=O)N(C)C)ccc34)[C@]12C)C(C)C	nt	-2%	2%
40	O=C(CCS(=O)(=O)c1ccc(Br)cc1)NCc1ccco1	-4%	-2%	-6%
41	Cc1ccc(S(=O)(=O)N2CCN(C(=O)CSc3n[nH]c(N)n3)CC2)c(C)c1	nt	16%	3%
42	Cc1nc(N)sc1-c1csc(Nc2ccccc2)n1	-20%	2%	-2%
43	CCOC(=O)c1sc(NNC(=O)c2ccc(C)cc2)nc1C	5%	12%	-4%
44	CCCCC(CCC(=O)Nc1ccc(C(=O)OCC)cc1)C(=O)O (stereo not given)	-1%	7%	-1%
45	CCOc1ccc(S(=O)(=O)N(CC)CC)cc1NC(=O)CSCc1c(C)noc1C	-4%	-6%	-3%
46	O=C(Nc1cccc(/C=C/c2nc3ccccc3c(=O)[nH]2)c1)c1ccccc1Cl	2%	-16%	?
47	C/C(CC(=O)Nc1ccc(Br)cc1)=N\NC(=O)c1cccc(O)c1	?	-4%	-25%
48	O=C(NCCCn1ccnc1)c1cccc(S(=O)(=O)NCc2ccccc2)c1	-4%	5%	-2%
49	O=C(Nc1ccsc1C(=O)NC1CC1)c1ccccc1	0%	-7%	3%
50	COc1ccc(CCNC(=O)C2CCCN(S(=O)(=O)N3CC(C)CC(C)C3)C2)cc1OC (stereo not given)	-5%	-5%	-8%
51	COc1ccc(OC)c(NC(=O)Cn2c(=O)n(-c3ccc(Cl)cc3)c(=O)c3c(C)c(C)sc32)c1	nt	18%	4%
52	Cn1nnc2cc(C(=O)Nc3ccc4ccccc4c3)ccc21	0%	-6%	-4%
53	CC(NC(=O)/C(C#N)=C/c1ccc(Cl)c([N+](=O)[O-])c1)c1ccccc1 (stereo not given)	2%	-20%	-9%
54	O=C(NCC(O)c1ccc([N+](=O)[O-])cc1)C1=COCCO1 (stereo not given)	nt	-1%	3%
55	O=C(COC(=O)/C=C/c1ccccc1[N+](=O)[O-])NCC1CCCO1 (stereo not given)	3%	4%	-15%
56	CCCCC(=O)Nc1c(C(=O)N2CCN(c3ccccc3F)CC2)oc2ccccc12	nt	-2%	-4%
57	C/C(=N\NC(=O)C(=O)N/N=C(\C)c1cccc(O)c1)c1cccc(O)c1	-4%	7%	4%
58	Cc1ccc2nc3c(cc2c1)c(NC(=O)c1ccccn1)nn3CC(C)C	5%	-8%	-3%
59	COc1cccc(N=Nc2ccc3cccnc3c2O)c1	-17%	9%	-7%
60	CN1C(C(=O)NCCc2cccs2)CC2Cn3c(nc4ccccc43)C21 (stereo not given)	8%	0%	-7%

Taken from above:
entry 57 in KAT2A inh is entered as 4%
entry 40 in FEN1 inh is entered as -2%
entry 43 in KAT2A inh is entered as -4%
entry 35 in FEN1 inh is entered as -3%

The listing continues.
entry	SMILES	N370S GC	FEN1 inh	KAT2A inh
61	CCc1nnc(SCC(=O)Nc2ccc(N3CCN(S(C)(=O)=O)CC3)cc2)o1	-9%	-2%	-6%
62	O=C(CN(c1ccc(F)cc1)S(=O)(=O)c1ccc2c(c1)OCCO2)NCc1ccccc1	19%	-2%	0%
63	COc1cc(CCC(=O)NC2(C)CCS(=O)(=O)C2)cc(OC)c1OC (stereo not given)	nt	21%	-1%
64	CC12CCC(c3c(C(=O)Nc4nccs4)nn(-c4ccccc4)c31)C2(C)C (stereo not given)	18%	4%	-11%
65	Cc1nc(C(=O)NNC(=O)c2ccc(Cl)cc2)c(C(F)(F)F)o1	1%	-2%	-2%
66	CC(C)(C)c1ccc(-c2nc(C=O)c3ccccn23)cc1	-2%	1%	0%
67	Cc1ccc(C)c(NC(=O)/C(C#N)=C/c2cn(CC(=O)NCc3ccco3)c3ccccc23)c1	-3%	5%	2%
68	NC(=O)SCC(=O)Nc1ccccc1C(=O)O	9%	10%	15%
69	O=C(COC(=O)c1ccc(Cl)nc1)NCCc1ccccc1	nt	19%	-1%
70	COc1ccc(CSc2nnnn2-c2ccccc2)cc1	1%	2%	-11%[0.501 µM]
71	O=C(c1ccsc1)N1CCCC(Nc2cccc(F)c2)C1 (stereo not given)	0%	-4%	0%
72	Nc1ccc2nc(SCC(=O)N3CCOCC3)sc2c1	-28%	7%	2%
73	Cc1cccc(C)c1Nc1sc(C(=O)c2ccccc2)c(N)c1C(=O)Nc1ccc(F)cc1	nt	-12%	0%
74	CCC(=O)Nc1ccc(NC(=O)CSc2nnnn2CC)cc1C	-3%	-2%	0%
75	COCCn1nnnc1C(c1ccc(OC)cc1)N1CCN(C(=O)c2ccco2)CC1 (stereo not given)	-12%	6%	1%
76	Cc1cccc(-n2ncc(C(=O)N3CCN(C4CCCCC4)CC3)c2C2CCN(C(=O)OC(C)(C)C)CC2)c1	nt	14%	-7%
77	CC(C)Cc1cc(C(C)(C)C)ccc1OC(=S)N(C)C	0%	-13%	3%
78	Cc1cc(C)nc(NCCO)n1	5%	1%	-4%
79	NC1=NC[C@@H](Cc2ccc(O)cc2)N1CCCCC1CCCCC1	-29%	-2%	-5%
80	Cc1csc(NC(=O)CSc2nnc(-c3ccc(S(=O)(=O)N4CCCC4)cc3)o2)n1	-2%	-10%	-3%

Gathered by group: the entries above containing two or more sulfur atoms
entry	SMILES	N370S GC	FEN1 inh	KAT2A inh
13	COC(=O)c1scc(-c2ccc(C)cc2)c1S(=O)(=O)N1CCN(c2cccc(OC)c2)CC1	nt	3%	-4%
21	CC1CN(C(=O)C(C)Sc2nc3ccccc3s2)CC(C)O1 (stereo not given)	5%[2.35 µM]	-3%	3%
28	Cc1ccc(C2=NN=C(NC(=O)CSc3nnc4c5ccccc5n(C)c4n3)SC2)cc1	1%	3%	-14%
29	Fc1ccc2nc(Nc3nc4c(F)cccc4s3)sc2c1	1%	-7%	-2%
41	Cc1ccc(S(=O)(=O)N2CCN(C(=O)CSc3n[nH]c(N)n3)CC2)c(C)c1	nt	16%	3%
42	Cc1nc(N)sc1-c1csc(Nc2ccccc2)n1	-20%	2%	-2%
45	CCOc1ccc(S(=O)(=O)N(CC)CC)cc1NC(=O)CSCc1c(C)noc1C	-4%	-6%	-3%
61	CCc1nnc(SCC(=O)Nc2ccc(N3CCN(S(C)(=O)=O)CC3)cc2)o1	-9%	-2%	-6%
72	Nc1ccc2nc(SCC(=O)N3CCOCC3)sc2c1	-28%	7%	2%
80	Cc1csc(NC(=O)CSc2nnc(-c3ccc(S(=O)(=O)N4CCCC4)cc3)o2)n1	-2%	-10%	-3%

Screening results: PubChem BioAssay, National Center for Advancing Translational Sciences (NCATS)
